Compound activity: PubChem BioAssay, National Center for Advancing Translational Sciences (NCATS)
USP2a block: inhibitors of human ubiquitin-specific protease USP2a; O75604; USP2 core, Ub-CHOP2 coupled fluorogenic reporter, 485/531; Potency, µM (doses to about 38.3 µM), inactives show at the highest dose activity change, negative = inhibition, usual class: inhibitors; 0.01% of 330,000 active; AID 463254;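 note: potency is the fitted concentration of half-maximal effect; plate controls were DMSO wells for no effect and full inhibition by NEM control for full effect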
Target sequence (O75604 whole entry, looked up): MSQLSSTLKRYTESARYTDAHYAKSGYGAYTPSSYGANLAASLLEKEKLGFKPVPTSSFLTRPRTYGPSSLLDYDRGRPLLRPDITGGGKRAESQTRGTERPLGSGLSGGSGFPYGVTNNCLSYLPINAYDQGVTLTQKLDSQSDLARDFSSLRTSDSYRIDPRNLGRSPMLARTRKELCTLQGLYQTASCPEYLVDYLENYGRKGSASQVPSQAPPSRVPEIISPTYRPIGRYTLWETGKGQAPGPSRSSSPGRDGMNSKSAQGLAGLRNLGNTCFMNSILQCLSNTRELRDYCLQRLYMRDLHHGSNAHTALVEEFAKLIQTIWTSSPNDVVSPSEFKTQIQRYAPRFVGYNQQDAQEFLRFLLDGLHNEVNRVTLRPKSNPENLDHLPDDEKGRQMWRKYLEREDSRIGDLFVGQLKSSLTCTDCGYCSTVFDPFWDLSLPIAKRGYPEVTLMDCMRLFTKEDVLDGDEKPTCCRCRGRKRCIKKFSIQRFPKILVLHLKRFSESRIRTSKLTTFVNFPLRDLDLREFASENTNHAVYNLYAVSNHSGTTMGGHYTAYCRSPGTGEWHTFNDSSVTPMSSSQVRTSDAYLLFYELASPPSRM
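Cell-free coupled assay: 10nM USP2 core preincubated 30min RT with compound in Tris-HCl pH 8.0/CaCl2/CHAPS buffer, then 25nM Ub-CHOP2 and 25nM reporter substrate; fluorescence (Ex 485/Em 531) read after 60min RT, normalized to NEM inhibition, concentration-response curves fitted.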
TRPV1 agonist: human TRPV1 agonism | TRPV1-expressing cells, Fluo-8 calcium influx, agonist mode | Q8NER1 | 0.19% of 320,000 active | AID 540275 | activation, % at 8.33 µM; in the data active = activation above about 80%; inconclusive = between about 30% and that limit; note: 0% is about no effect
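Fluo-8 calcium influx in TRPV1-expressing cells, kinetic read (ex 480/em 520 nm). Compound added and read 3 min for agonist activity, followed by capsaicin at EC20 final and 2 min further read for enhancement.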
Menin MLL FP TR: displaces Texas Red mutant MLL peptide from human menin | O00255 | Menin + Texas Red MLL mutant peptide, fluorescence polarization | Potency, µM (titrated, usually from 61.6 µM), for inactives: at the top dose FP activity change, negative = inhibition, hits mostly inhibitors | 0.23% of 270,000 active | AID 1768; active = well fitted inhibition curve with a large enough effect in the polarisation, with a control signal flat, not every such curve was filed as active; inconclusive = small, poorly fitted or top-dose-only effect, or effect the other way, or a change in a side signal; inactive = no such curve, though single readings can be large or run the other way; the % refers to the polarisation; note: potency is the fitted concentration of half-maximal effect; % of control where 0% means no effect; many of its hits are not listed in these tables
KCNH2 3.1 inh: blocks the human KCNH2 3.1 channel isoform. U2OS KCNH2 3.1, thallium flux FluxOr; active compounds read low. activity change, % (tested at about 1.8 µM). 0.95% of 340,000 active. AID 720553;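 active = maximum activity change below -70%; inconclusive = maximum activity change from -70% to -50%; inactive = maximum activity change above -50%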;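 note: thallium influx rate constant from kinetic fluorescence after stimulation buffer; % is set by controls: 0 for no effect and ±100 for the full control effect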
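U2OS cells transduced with KCNH2 3.1 mutant virus (1.77 x 10^8 /mL, 4 h), plated overnight at 37 C, loaded 45 min with FluxOr dye plus Red40 quencher. Thallium flux rate constant from kinetic reads after stimulation buffer, normalised to controls.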
CXXC DNA block: inhibitors of human MLL CXXC domain-DNA interaction. MLL-CXXC / FITC-HOXA9 DNA fluorescence polarization. Potency, µM (highest dose often 115 µM), for inactives: at the top dose activity change, negative = inhibition, most hits filed as inhibitors. 0.037% of 290,000 active. AID 2662; active = well fitted inhibition curve with a large enough effect in the polarisation, with a control signal flat, not every such curve was filed as active; inconclusive = small, poorly fitted or top-dose-only effect, or effect the other way, or a change in a side signal; inactive = no such curve, though single readings can be large or run the other way; the % refers to the polarisation; note: potency is the fitted concentration of half-maximal effect
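Fluorescence polarization: 7 uM MLL-CXXC (stock) preincubated 5 min with compounds, then 50 nM fluorescein-HOX-A9 DNA (stock) added; 30 min ambient. Buffer 50 mM Tris-HCl pH 7.5, 50 mM NaCl, 1 mM DTT, 0.05% BSA.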
Coupling enz: inhibits coupling enzyme system, counter-screen for aldolase hits; coupling enzyme system counterscreen, AmpLite Red fluorescence; 0.67% of 290,000 active; activity change, negative = inhibition, % at 58.2 µM, hits read low; in the data active = activity change below about -30%; note: % is set by controls: 0 for no effect and ±100 for the full control effect
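Activity here indicates interference with the coupling reaction, not aldolase inhibition. Compounds at 57.5 uM final met coupling enzymes for 10 min at RT; substrate and AmpLite Red detection followed, with a 525/598 nm fluorescence read after 20 min.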
KCNH2 WT inh: KCNH2 (human, wildtype) channel inhibition; U2OS, BacMam KCNH2, thallium flux FluxOr; active compounds read low; activity change, % at 1.84 µM; 0.37% of 340,000 active;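 active = maximum activity change below -70%; inconclusive = maximum activity change between -70% and -50%; inactive = maximum activity change above -50%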; note: % is set by controls: 0 for no effect and ±100 for the full control effect
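U2OS cells were transduced with wild-type KCNH2 virus (2.03 x 10^8 / mL) for 4 h at room temperature, then cultured overnight at 37 C. Thallium flux was read with FluxOr dye. Rate constants were normalized to DMSO controls.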
B2AR arrestin: recruits beta-arrestin to the human beta2-adrenergic receptor; P07550; beta-arrestin recruitment to beta2AR, cell-based reporter; Potency, µM (top dose mostly 46.1 µM), for inactives: at the highest dose activation, actives largely listed as activators; 0.02% of 330,000 active;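 note: potency is the fitted concentration of half-maximal effect; 0% = DMSO controls and full agonism = EC100 isoproterenol or metaproterenol; nearly all actives have a fitted effect of over 65% in size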
PKM2 act: PKM2 (human) enzyme activation | P14618 | purified PKM2, Kinase-Glo ATP luminescence, activation; response scale: 0% is enzyme alone, no compound | Potency, µM (doses to about 57.5 µM), for inactives: at the top dose activation, actives largely listed as activators | 0.34% of 260,000 active; note: potency is the fitted concentration of half-maximal effect; % is set by controls: 0 for no effect and ±100 for the full control effect; nearly all actives have a fitted effect of over 55% in size
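ATP formation by purified human PK-M2, quantified via coupled luciferase luminescence after 1 h at room temperature with 0.1 mM ADP and 0.5 mM PEP final.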
Giardia killer: kills Giardia lamblia. Giardia lamblia trophozoite viability. AID 540267. 0.15% of 340,000 active. activity change, % at 7.66 µM, hits read low; in the data active = activity change below about -80%; inconclusive = between about -30% and that limit;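 note: parasites exposed to compound for two days anaerobically before the ATP read; % is set by controls: 0 for no effect and ±100 for the full control effect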
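Viability, read as ATP luminescence: trophozoites at 100 cells/well, compound added, 48 hrs anaerobic at 37 deg C, then 15-30 min room-temperature development before reading.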
GALK inhibitor: inhibitors of human galactokinase; AID 1868; Purified GALK, Kinase-Glo residual ATP luminescence; P51570; 0.007% of 270,000 active; Potency, µM (series often up to 57.5 µM), without a hit: at the highest dose activity change, negative = inhibition, most hits filed as inhibitors; note: potency is the fitted concentration of half-maximal effect; % is set by controls: 0 for no effect and ±100 for the full control effect
Target sequence (P51570 whole entry, looked up): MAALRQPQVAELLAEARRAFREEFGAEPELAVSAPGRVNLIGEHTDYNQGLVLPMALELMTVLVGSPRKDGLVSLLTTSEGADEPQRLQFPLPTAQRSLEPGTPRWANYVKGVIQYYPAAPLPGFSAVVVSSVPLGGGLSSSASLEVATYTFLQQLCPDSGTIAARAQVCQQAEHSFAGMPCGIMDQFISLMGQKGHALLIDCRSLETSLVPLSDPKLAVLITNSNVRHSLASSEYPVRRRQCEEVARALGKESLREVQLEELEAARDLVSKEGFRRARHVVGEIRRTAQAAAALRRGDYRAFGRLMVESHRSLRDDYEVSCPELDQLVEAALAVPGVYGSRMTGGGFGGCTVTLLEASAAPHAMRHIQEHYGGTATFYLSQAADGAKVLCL
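Human GALK (5 nM) with 35 uM ATP and 100 uM galactose in 20 mM HEPES pH 8.0, 5 mM MgCl2, 60 mM NaCl, 1 mM DTT, 0.01% BSA. After 1 h at room temperature, leftover ATP was read by Kinase-Glo Plus luminescence.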
Active calls of the source: *; i = inactive; ? = inconclusive; . = no result given; [ ] = dose if it differs, or a comment. Unless noted, calls come from the whole dose curve; as a rule, active = well fitted curve in the direction sought with a large enough effect; inconclusive = small, poorly fitted or top-dose-only effect, or another doubt; inactive = no such curve, though single readings can be large; an effect the other way counts as inactive or inconclusive.

SMILES | USP2a block | TRPV1 agonist | Menin MLL FP TR | KCNH2 3.1 inh | CXXC DNA block | Coupling enz | KCNH2 WT inh | B2AR arrestin | PKM2 act | Giardia killer | GALK inhibitor
c1ccc(-c2cc3c(N4CCOCC4)ncnc3s2)cc1 | -4.6% | ? | ? | 20.7 | -5.5% | 2.2 | -6.1 | 0.3% | -1.8% | 8.1 | 5.1%
CCCCN(C(=O)COC(=O)CSc1ccc([N+](=O)[O-])cc1)c1c(N)n(CCC)c(=O)[nH]c1=O | -0.5% | -1.9 | . | -114.6* | . | . | -2.9 | 0.3% | . | 1.4 | .
Cc1oncc1-c1cn2ccccc2n1 | -0.2% | -1.8 | 2.2% | 12.8 | 0.6% | -0.3 | -13.4 | -0.9% | 0.1% | -13.6 | -0.2%
O=C1CCCC2=C1C1O[C@](CCCCN3C(=O)c4ccccc4C3=O)(Cc3ccccc31)O2 | -2.5%[7.66 µM] | i | 6.3%[11.7 µM] | . | -25.6%[23 µM] | 1.3 | . | -0.8%[9.22 µM] | -14.9%[11.5 µM] | . | .
CC1(C)Cc2nc3oc4c(N5CCOCC5)ncnc4c3cc2CO1 | 0.4% | 5.4 | 3.9% | -8.1 | 0.8% | 0.4 | 13.6 | 0.3% | 1.2% | 4.2 | 3.7%
O=C(O)C1=C[C@@H](c2csc3ccccc23)C[C@@H](OCCCCO)O1 | 2.2% | 15.4 | 8.7% | 20.6 | -18.2% | 11.7 | -0.8 | 0.0% | -1.1% | -8.1 | 0.4%
NC(=S)N=Nc1c(O)[nH]c2c(Br)cc(Br)cc12 | 4.7% | -2.4 | ? | 1.8 | -0.7% | -7.9 | -13.4 | -0.7% | -0.7% | 9.2 | -2.9%
CCN(CC)c1ccc(/C=N/NC(=O)c2nnn(-c3nonc3N)c2C(C)C)c(O)c1 | 2.8% | 0.7 | . | -31.3 | 27.0% | . | -2.8 | 0.7% | . | 10.9 | -7.2%
O=C(Nc1ccccc1Oc1cccnc1)C1CCCN(Cc2ccccc2O)C1 (stereo not given) | 0.2% | 11.1 | -17.2% | -6.3 | -2.6% | 0.1 | 50.3 | -0.6% | . | 31.7[activator] | -1.4%
Cc1ccc(/C=C/c2ccc3cccc(O)c3n2)s1 | 2.3% | 6.4 | ? | -19.2 | 0.1% | -9.6 | 1.1 | -0.4% | -2.0% | 2.4 | -0.4%
O=C(CN(C(=O)c1csnn1)c1ccc2c(c1)OCCO2)NCc1ccccc1 | -0.1% | 1.9 | -2.5% | -4.1 | 3.3% | -1.7 | -16.8 | -0.8% | -10.5% | 6.2 | -3.7%
Cc1ccc(S(=O)(=O)NC(C)CCc2ccccc2)cc1 (stereo not given) | 0.1% | 11.1 | -15.2% | -5.1 | -7.3% | 0.6 | -5.3 | 0.5% | -1.0% | 8.2 | -0.4%
Cc1ccc2[nH]c3c(=O)n(CC(=O)N4CCN(C)CC4)ncc3c2c1 | 0.3% | 2.1 | -3.1% | 0.5 | 15.9% | 1.5 | -12.0 | 0.3% | . | 24.6 | 3.5%
CC(C)c1nc(NCCO)c(C#N)c2c1CCCC2 | -3.0% | 16.9 | . | -1.3 | -1.0% | 10.0 | -14.0 | 0.2% | 2.0% | -0.1 | -3.0%
COc1ccc(NC(=O)CN2CCC(NC(=O)c3ccco3)CC2)c([N+](=O)[O-])c1 | -0.3% | 0.5 | -18.2% | 5.5 | 29.1% | 1.2 | 3.7 | 0.1% | -2.7% | -9.7 | 14.1%
COc1ccc(/C=C/C(=O)ONC2=NCCCCC2)cc1OC | -4.3% | 11.2 | -13.7% | 0.5 | 11.2% | 0.9 | -22.8 | 0.0% | -2.3% | -18.0 | 0.2%
O=C(Nc1ccn(Cc2ccccc2F)n1)c1ccc(COc2ccccc2Cl)cc1 | 2.0% | 3.4 | . | 2.8 | 0.8% | -1.0 | -2.6 | -0.2% | -3.9% | 32.3[activator] | -0.2%
Cc1cc(-c2csc(N)n2)c(C)n1Cc1ccccc1 | 1.8% | 1.4 | ? | 14.7 | 1.3% | -6.8 | -2.3 | 0.0% | 12.6% | -9.2 | -2.3%
COc1ccc(OC)c(-n2c(C)ccc2-c2ccc(S(C)(=O)=O)cc2)c1 | 1.1% | 6.3 | -6.8% | -27.0 | 1.7% | -13.8 | 9.3 | -0.2% | -3.8% | -13.0 | 0.0%
Cc1ccc(N/N=C(\Cc2nc3ccccc3[nH]2)c2ccccc2)cc1 | -0.7% | 12.6 | 2.8% | 2.5 | 1.1% | -4.8 | 4.9 | -0.4% | 5.9% | -10.3 | -2.4%
CCCCSCc1nc2ccccn2c1Br | 3.0% | 1.3 | -8.8% | -0.1 | 4.8% | 0.6 | -0.2 | -0.2% | 3.1% | -10.2 | 10.1%
O=C(O)/C=C/C(=O)Nc1ccccc1C(=O)OCC(=O)c1ccc2c(c1)OCCO2 | -0.7% | 2.5 | 3.2% | -0.7 | -19.3% | 0.0 | 7.4 | -0.1% | -3.3% | ? | -0.2%
O=C(Cn1nnc(-c2ccc(Cl)cc2)n1)NCCC1=CCCCC1 | 1.9% | 1.0 | -0.9% | -3.6 | -9.1% | 0.1 | -7.3 | -0.8% | 0.3% | 18.6 | -1.0%
Cc1nn(Cc2ccccc2)c(C)c1NC(=O)CCCn1nc(C)c([N+](=O)[O-])c1C | 1.2% | -1.6 | 11.5% | 13.9 | -3.7% | 5.8 | 6.6 | 2.0% | 2.7% | 14.7 | 0.9%
CC(C)NC(=O)NC(=O)COC(=O)c1cccc(OC(F)F)c1 | -0.3% | 0.6 | 3.9% | -10.9 | -1.1% | 8.3 | 14.2 | 0.2% | -0.5% | -18.0 | 4.4%

Additional structures follow.
SMILES | USP2a block | TRPV1 agonist | Menin MLL FP TR | KCNH2 3.1 inh | CXXC DNA block | Coupling enz | KCNH2 WT inh | B2AR arrestin | PKM2 act | Giardia killer | GALK inhibitor
OCCC1CN(Cc2nc(-c3ccccc3)cs2)CCN1C1CCCC1 (stereo not given) | 1.2% | 3.1 | -18.2% | -12.4 | -0.7% | 4.0 | 24.6 | -0.2% | -9.1% | 4.5 | 6.2%
CCCN(CC1CC1)C(=O)COC(=O)c1oc2ccc(OCC)cc2c1C | -9.7% | -2.4 | . | -25.1 | . | . | -4.3 | 0.1% | . | -0.2 | .
Cn1c(=O)c2c(nc(CN3CCOCC3)n2CC(O)CO)n(C)c1=O (stereo not given) | 0.3% | -4.7 | ? | 4.8 | 1.6% | 5.3 | -12.5 | 0.1% | 5.2% | -4.2 | 0.1%
COCCN(C(=O)CCc1ccccc1OC)c1nnc(-c2cccnc2)s1 | -1.2% | 8.8 | -2.2% | 13.7 | 5.3% | -2.5 | . | -0.1% | 5.9% | 4.6 | 0.4%
COc1cc(C(=O)NCCCNc2nc3cc(C)c(C)cc3cc2C#N)cc(OC)c1OC | -6.6% | 11.8 | -13.1% | -43.1 | 9.9% | -1.6 | -0.6 | -0.1% | -6.8% | -3.4 | -1.1%
CCOC(=O)CN(C(=O)CSc1nnc2c(n1)[nH]c1ccc(OC)cc12)c1ccc(F)cc1 | 3.1% | -0.7 | 28.7% | -2.3 | -12.6% | -2.2 | 1.4 | 0.4% | -2.6% | -3.6 | 1.8%
CCOC(=O)c1cnc2c(C)c(-c3ccccc3)[nH]n2c1=O | -1.4% | 0.4 | 13.0% | -3.9 | -2.5% | -16.6 | 6.2 | -0.1% | -3.9% | 5.3 | 8.0%
CC(C)c1ccc(CCNC(=O)c2cccc(S(=O)(=O)N3CCN(C)CC3)c2)cc1 | -1.7% | 4.1 | . | -2.3 | -1.0% | . | 12.3 | -0.8% | 2.2% | 3.1 | -0.6%
CC(C)NC(=S)N1CCC(Cc2ccccc2)CC1 | 0.7% | ? | 2.8% | 6.2 | -4.5% | 0.2 | -21.2 | 0.1% | . | -18.5 | 10.0%
COc1ccc(S(=O)(=O)NC(C(C)C)C(C)C)cc1OC | 2.1% | 0.1 | 7.1% | -14.8 | -2.7% | 1.2 | -21.2 | -0.5% | -0.7% | -3.2 | 1.1%
CS(=O)(=O)c1ccc2nc(NC(=O)CC3CCCC3)sc2c1 | -0.1% | -1.8 | 17.6% | 2.8 | -4.4% | -0.7 | 2.1 | 0.3% | -7.9% | -14.4 | 3.5%
O=S(=O)(Nc1nnc(C(F)(F)F)s1)c1ccc(Cl)cc1 | 2.0% | 2.3 | ? | 22.2 | 2.7% | 2.6 | -1.6 | 0.6% | . | 18.9 | -6.2%
Cc1ccc(CCNC(=O)c2nc(CS(=O)(=O)c3ccc(Cl)cc3)no2)cc1 | 3.6% | 23.3 | 4.0% | 7.1 | -5.1% | -2.7 | 6.9 | -0.1% | . | 2.0 | -1.5%
CC1=C(C)C(=O)N(CCC(=O)O)C1=O | 2.1% | . | -9.7%[11.7 µM] | 7.6 | -9.9% | 3.4 | 6.5 | 0.3% | ? | 4.1 | 1.8%
CCOC(=O)C1=C(C)N=C2SCCC(=O)N2[C@@H]1c1cccs1 | 6.5% | -1.8 | . | 1.3 | -12.4% | 1.7 | -6.1 | -0.3% | -8.1% | -6.7 | -0.1%

This is a subset. The share of hits here may be higher or lower than overall.
